Assay outcomes as filed in PubChem BioAssay.
ERG-DNA inh: blocks human ERG Ets domain binding to DNA; P11308; fluorescence polarization, His-ERG Ets domain / labelled DNA; Potency, µM (highest dose often 76.9 µM), inactives show at the top dose FP activity, negative = inhibition, actives largely listed as inhibitors; hit rate 0.028% among 370,000; AID 624246; active = well fitted inhibition curve with a large enough effect in the polarisation, with a control signal flat; inconclusive = small, poorly fitted or top-dose-only effect, or effect the other way, or a change in a side signal; inactive = no such curve, though single readings can be large or run the other way; the % refers to the polarisation;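 note: polarization taken with two DNA probes labelled with fluorescein and Texas red; potency is the fitted concentration of half-maximal effect; % of control where 0% means no effect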
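His-tagged ERG Ets domain (1 uM in the protein solution; 300mM KCl, 50mM Tris-HCl, 1mM EDTA, 1mM DTT, pH 7.5) received compound, then a probe mix of 5 nM fluorescein-DNA and 100nM Texas-615-DNA. Fluorescence polarization was read for both dyes.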
Pin1 inhibitor: inhibitors of human Pin1; Pin1 FP peptide displacement, HiFluor488, 10 min; Potency, µM (highest dose often 115 µM), for inactives: at the top dose activity, negative = inhibition, usual class: inhibitors; hit rate 0.009% among 390,000; active = well fitted inhibition curve with a large enough effect in the polarisation, with a control signal flat, not every such curve was filed as active; inconclusive = small, poorly fitted or top-dose-only effect, or effect the other way, or a change in a side signal; inactive = no such curve, though single readings can be large or run the other way; the % refers to the polarisation; note: potency is the fitted concentration of half-maximal effect; % is set by controls: 0 for no effect and ±100 for the full control effect
Target sequence (Q13526 whole entry, looked up): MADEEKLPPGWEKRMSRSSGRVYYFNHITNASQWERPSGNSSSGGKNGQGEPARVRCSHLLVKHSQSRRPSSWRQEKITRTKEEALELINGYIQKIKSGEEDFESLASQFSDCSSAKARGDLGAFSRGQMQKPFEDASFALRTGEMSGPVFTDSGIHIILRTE
GLS inhibitor: glutaminase GLS (human) inhibition | Potency, µM (top dose mostly 45.5 µM), without a hit: at the top dose activity change, negative = inhibition, actives largely listed as inhibitors | hit rate 0.21% among 410,000 | AID 624170 | O94925 | GLS enzymatic activity, qHTS titration; note: potency is the fitted concentration of half-maximal effect; % is set by controls: 0 for no effect and ±100 for the full control effect
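Coupled fluorescence readout: glutamate oxidase/HRP/Amplex Red detect glutamate formed by hKGA from L-glutamine (1 mM solution added). Buffer 45 mM KH2PO4 pH 8.2, 0.02% Tween-20; reads at t0 and 30 min RT.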
G9a inh: G9a (human) methyltransferase inhibition | G9a H3K9 monomethylation, AlphaScreen, 2 h | Potency, µM (top dose mostly 102 µM), for inactives: at the highest dose activity, negative = inhibition, hits mostly inhibitors | Q96KQ7 | hit rate 8.8% among 350,000 | AID 504332; note: potency is the fitted concentration of half-maximal effect; % is set by controls: 0 for no effect and ±100 for the full control effect; nearly all actives have a fitted effect of over 75% in size
Target sequence (Q96KQ7 913-1193 limits assumed): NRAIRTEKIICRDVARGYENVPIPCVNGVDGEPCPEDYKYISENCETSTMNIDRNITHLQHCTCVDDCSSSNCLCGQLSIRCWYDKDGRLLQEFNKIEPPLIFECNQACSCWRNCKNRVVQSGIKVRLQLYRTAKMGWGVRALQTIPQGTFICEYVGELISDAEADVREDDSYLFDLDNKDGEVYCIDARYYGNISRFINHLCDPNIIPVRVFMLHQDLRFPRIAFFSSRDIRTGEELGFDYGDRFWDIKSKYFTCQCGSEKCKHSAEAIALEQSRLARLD
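Readings reflect AlphaScreen signal from monomethyl-H3K9 antibody detection. HMT at 20 nM; substrate b-H3K9 500 nM; cofactor SAM 20 uM; 2 h RT reaction; compounds tested as titrations in qHTS with 15 min preincubation.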
PI4K2A block: blocks human PI4K2A kinase activity | activity change, negative = inhibition, % at 76.9 µM | Q9BTU6 | AID 1346378 | hit rate 0.13% among 420,000 | purified PI4K2A, ADP-Glo luminescence, 1 h; hits give low values; in the data active = activity change below about -50%; inconclusive = mostly about -30% to -49%;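 note: -100% = wells without enzyme as full effect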
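PI4K2A activity was measured by ADP-Glo luminescence: enzyme (4 ug/mL stock) and phosphatidylinositol (1.2 mM stock) in Tris pH 7.5/MgCl2/EGTA/Triton X-100 buffer were reacted with ATP (300 microM stock) for one hour at ambient temperature.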
JMJD2A Tudor: inhibitors of human JMJD2A Tudor domain; hit rate 4.4% among 390,000; AlphaScreen JMJD2A-Tudor / H3K4me3 peptide binding; Potency, µM (highest dose often 114 µM), for inactives: top-dose activity change, negative = inhibition, usual class: inhibitors; O75164; AID 504339; note: potency is the fitted concentration of half-maximal effect; % is set by controls: 0 for no effect and ±100 for the full control effect; nearly all actives have a fitted effect of over 50% in size
HP1b chromo inh: HP1-beta chromodomain-methylated histone interaction inhibition | P83916 | AlphaScreen HP1-beta / biotin-H3K9me3 peptide binding | Potency, µM (top dose mostly 114 µM), for the others: at the highest dose activity change, negative = inhibition, actives largely listed as inhibitors | hit rate 0.56% among 390,000; note: potency is the fitted concentration of half-maximal effect; nearly all actives have a fitted effect of over 70% in size; inactives centre near 23
Target sequence (P83916 whole entry, looked up): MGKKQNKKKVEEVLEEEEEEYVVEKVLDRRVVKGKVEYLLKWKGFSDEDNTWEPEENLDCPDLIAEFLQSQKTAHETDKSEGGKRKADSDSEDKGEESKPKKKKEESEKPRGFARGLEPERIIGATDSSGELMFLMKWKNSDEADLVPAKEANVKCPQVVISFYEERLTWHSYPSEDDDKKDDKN
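Compound inhibition of the preformed complex between 50 nM HP1-beta and 50 nM biotinylated H3K9me3 peptide was read by AlphaScreen. Buffer was PBS pH 7.4 with 0.01% Tween-20. Incubations ran 30 min at room temperature, with 10 ug/mL donor/acceptor beads.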
BAZ2B inh: inhibitors of human BAZ2B bromodomain; Q9UIF8; AlphaScreen BAZ2B-H3K14Ac peptide displacement; Potency, µM (titrated, usually from 114 µM), for inactives: at the top dose activity change, negative = inhibition, actives largely listed as inhibitors; hit rate 4.4% among 360,000; note: potency is the fitted concentration of half-maximal effect; % is set by controls: 0 for no effect and ±100 for the full control effect; nearly all actives have a fitted effect of over 60% in size
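Inhibition is scored as reduced AlphaScreen emission. The BAZ2B/b-H3(5-23)K14Ac complex (50 nM each) in PBS pH 7.4, 0.01% Tween-20 meets compound (up to 110 uM) for 30 min at RT before bead addition.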
PGK inhibitor: inhibitors of T. brucei phosphoglycerate kinase; hit rate 0.043% among 380,000; PGK/GAPDH coupled, Kinase-Glo luminescence, 60 min; Potency, µM (highest dose often 57.5 µM), without a hit: top-dose activity change, negative = inhibition, usual class: inhibitors; note: potency is the fitted concentration of half-maximal effect; % is set by controls: 0 for no effect and ±100 for the full control effect; nearly all actives have a fitted effect of over 60% in size
Target sequence (P07378 whole entry, looked up): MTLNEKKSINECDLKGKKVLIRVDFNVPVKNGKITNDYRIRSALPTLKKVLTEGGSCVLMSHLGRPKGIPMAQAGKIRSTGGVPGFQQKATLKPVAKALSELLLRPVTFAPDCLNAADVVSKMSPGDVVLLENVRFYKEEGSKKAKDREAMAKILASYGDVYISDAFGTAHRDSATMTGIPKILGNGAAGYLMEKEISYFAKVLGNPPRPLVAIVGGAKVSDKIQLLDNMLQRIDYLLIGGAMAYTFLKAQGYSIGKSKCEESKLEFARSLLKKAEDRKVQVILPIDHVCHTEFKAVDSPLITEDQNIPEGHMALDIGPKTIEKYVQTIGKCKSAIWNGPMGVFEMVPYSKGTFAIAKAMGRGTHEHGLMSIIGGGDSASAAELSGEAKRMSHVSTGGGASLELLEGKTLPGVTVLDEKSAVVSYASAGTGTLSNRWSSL
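Recombinant glycosomal PGK reaction used 1,3-bisphosphoglycerate generated in-well by GAPDH (100nM final) in 100mM TEA pH 7.6, 5mM MgCl2, 0.01% Tween-20. After 60 minutes at room temperature, ATP was read by Kinase-Glo Plus luminescence end-point.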
Starred values were filed as active, the others as inactive; i = inactive; ? = inconclusive; nt = not tested or not shown; [ ] = another dose, or the depositor's remark. Unless noted, calls come from the whole dose curve; as a rule, active = well fitted curve in the direction sought with a large enough effect; inconclusive = small, poorly fitted or top-dose-only effect, or another doubt; inactive = no such curve, though single readings can be large; an effect the other way counts as inactive or inconclusive. Compounds as they come; 11% or so of the library scored in one or more.

SMILES	ERG-DNA inh	Pin1 inhibitor	GLS inhibitor	G9a inh	PI4K2A block	JMJD2A Tudor	HP1b chromo inh	BAZ2B inh	PGK inhibitor
COC(=O)c1sc(N2CCN(Cc3ccccc3)CC2)nc1N	-14.7%	0.8%	3.2%	-23.6%	1.1	?	-22.6%	?	2.8%
O=C(NC(c1ccccc1)c1ccccc1)c1ccccc1	20.2%	3.9%	-1.9%	nt	4.2	-9.0%	28.9%[57 µM]	nt	3.8%
CCCn1c(=S)[nH]c2cc(C(=O)N(CCO)Cc3ccccc3)ccc2c1=O	3.7%	-2.9%	-18.9%	nt	5.2	-13.2%	46.1%[activator]	-35.2%	-7.9%
Cc1cc(C)nc(N2CCCC(C(=O)Nc3cc(F)ccc3C)C2)n1 (centres undefined)	-0.8%	6.4%	13.6%	21.9%	0.5	-6.2%	10.8%	3.4%	i
CCOc1cc(/C=N/OC(C)=O)ccc1OCc1ccccc1	-13.4%	-5.8%	-2.0%	6.0%[0.501 µM]	-2.2	9.2%	53.5%[activator]	10.1%	1.3%
CC(=O)Nc1ccc(NC(=O)CSc2ccc([N+](=O)[O-])cn2)cc1	-6.3%	0.1%	1.4%	3.1%[12.7 µM]	-0.2	-10.6%	38.6%[activator]	-2.9%	-6.0%
CC(=O)Oc1ccccc1C(=O)Nc1ccccc1	nt	2.2%	-9.6%	nt	9.5	-15.1%	6.3%	nt	-1.1%
Cn1c(=O)cc(OCC(=O)NCCc2ccc(Cl)cc2)c2ccccc21	0.8%	-0.7%	-1.6%	-7.9%	6.5	0.0%	31.0%	-14.0%	9.4%
COCCCn1c(-c2ccccc2)nc2ccccc2c1=O	5.4%	-8.4%	-0.8%	7.7%[59 µM]	-14.5	-14.9%	12.4%	3.2%	-4.3%
O=C(NNC(=O)c1ccc(Cl)nc1)c1ccc(Br)cc1	-0.7%	8.0%	2.4%	nt	-7.7	-14.5%	14.2%	nt	-0.3%
CCOc1ccc(Cc2c(C)[nH]c3ccc(C(=O)O)cc3c2=S)cc1	3.8%	-6.6%	28.7%	12.6µM*	-1.4	25.1µM*	17.8%	-35.6%	7.3%
CC(=O)N1CCN(S(=O)(=O)c2cccc(C(=O)NNC(=O)c3ccc(Br)cc3)c2)CC1	-4.8%	-2.4%	5.4%	nt	2.7	12.8%	30.7%[activator]	nt	-8.1%
CCC(=O)N(c1ccc(C(=O)O)cc1)c1nc(-c2ccc(OC)cc2)c(C)s1	1.7%	1.3%	1.6%	?	12.9	-25.7%	-5.4%	-34.0%	-10.0%
O=[N+]([O-])c1ccc(-c2c(-c3ccccc3)ncc3cc(F)ccc23)cc1	0.2%	34.2%[activator]	4.6%	11.1%[0.501 µM]	0.1	?	-8.8%	?	0.6%
CCN(CC)C(=O)c1ccc(COc2ccc(Cl)c(C)c2)o1	2.5%	-5.2%	9.2%	15.7%[0.501 µM]	-6.1	-1.4%	38.0%	3.4%	-0.8%
COC(=O)c1ccc(C(=O)NC(=S)Nc2nc3c(s2)CCCC3)cc1	5.4%	-2.7%	17.7%	28.4%[59 µM]	-7.4	-21.4%	0.9%	-12.3%	i
Cn1nc(-c2ccccc2)c(C(=O)Nc2ccc(Cl)cc2)c1Cl	4.3%	-8.2%	11.1%	12.0%	7.1	-9.2%	16.7%	-28.7%	8.4%
CCCCC(C(=O)O)C(C)CC(=O)Nc1nccs1 (centres undefined)	2.9%	-5.3%	-8.0%	7.1%	4.5	-9.6%[11.4 µM]	37.7%	-2.4%	i
O=C(Cc1ccccc1)NNC(=S)Nc1ccc(Cl)cc1	6.1%	-2.2%	-8.1%	?	-0.2	-17.1%	7.4%	6.1%	8.2%
C[C@@H]1CCC2[C@](C)(CO)[C@@H](O)CC[C@]2(C)[C@@]12CCC(CO)(CCO)O2 (some centres undefined)	-3.1%	-0.8%	-4.7%	9.8%	0.6	-5.7%	20.7%	-2.5%	nt
CCOC(=O)c1cc(-c2ccccc2)n(CCC(=O)NCCc2ccc(C)cc2)c1C	-1.2%	-1.7%	-7.8%	?	-2.7	-26.9%	-24.1%	-20.0%	-3.2%
CCOC(=O)c1c(C)nc(-c2ccccc2)nc1NC(=O)C(C)C	7.9%	-1.0%	1.6%	27.0%[59 µM]	0.3	3.5%	40.4%[activator]	4.0%	-8.0%
O=C(CCNC(=O)c1ccc([N+](=O)[O-])cc1)NCc1ccco1	6.2%	-3.8%	4.2%	-0.6%[12.7 µM]	-1.6	-11.8%	25.2%	9.5%	7.6%
Cc1ccc([N+](=O)[O-])cc1NC1CC(O)C(CO)O1 (centres undefined)	-6.2%	0.3%	0.2%	22.5%[59 µM]	0.1	-17.2%	15.5%	-3.4%	7.2%

A second format for three compounds above:
mol | ERG-DNA inh | Pin1 inhibitor | GLS inhibitor | G9a inh | PI4K2A block | JMJD2A Tudor | HP1b chromo inh | BAZ2B inh | PGK inhibitor
O=[N+]([O-])c1ccc(-c2c(-c3ccccc3)ncc3cc(F)ccc23)cc1 | 0.2% | 34.2%[activator] | 4.6% | 11.1%[0.501 µM] | 0.1 | ? | -8.8% | ? | 0.6%
CCN(CC)C(=O)c1ccc(COc2ccc(Cl)c(C)c2)o1 | 2.5% | -5.2% | 9.2% | 15.7%[0.501 µM] | -6.1 | -1.4% | 38.0% | 3.4% | -0.8%
COC(=O)c1ccc(C(=O)NC(=S)Nc2nc3c(s2)CCCC3)cc1 | 5.4% | -2.7% | 17.7% | 28.4%[59 µM] | -7.4 | -21.4% | 0.9% | -12.3% | i

(listing goes on)
SMILES	ERG-DNA inh	Pin1 inhibitor	GLS inhibitor	G9a inh	PI4K2A block	JMJD2A Tudor	HP1b chromo inh	BAZ2B inh	PGK inhibitor
CCCc1cc(=O)oc2cc(C)cc(OCC(=O)NCc3ccccn3)c12	7.6%	-2.6%	1.9%	-12.5%	-3.3	-4.5%	27.8%	-0.4%	-4.6%
COc1ccc(OC)c2sc(NC(=O)CCS(=O)(=O)c3ccccc3)nc12	-5.5%	?	-1.7%	nt	2.2	-21.5%	45.9%[activator]	nt	3.0%
O=C1CC2c3ccccc3C1C1C(=O)N(CCc3ccccc3)C(=O)C21 (centres undefined)	1.2%	5.5%	9.9%	-4.3%	2.8	-13.1%	31.6%	-15.2%	-1.3%
CCOC(=O)NN1C(=O)c2ccccc2NC1c1cccc(O)c1 (centres undefined)	48.0%[activator]	-2.2%	2.1%	?	0.7	-2.1%	24.7%	12.8%	-2.6%
CC(C)n1cc(/C=C2/NC(=O)NC2=O)c2ccccc21	-1.0%	3.2%	-0.1%	6.6%	-1.0	-14.8%	9.9%	-8.8%	-2.4%
COc1ccc(CCN(C)CC(=O)Nc2cc(C)nc3ccccc23)cc1OC	12.6%[15.4 µM]	-9.1%	-34.3%	4.47µM*	-2.1	0.794µM*	22.4µM*	22.4µM*	-1.1%
COc1cccc(N2CCN(C(=O)c3ccc4c(Cl)c5c(nc4c3)CCCC5)CC2)c1	-1.4%	11.4%	14.7%	?	0.3	?	0.7%	?	7.2%
Cc1noc(Cn2c(=O)c3ccccc3n(CC(=O)Nc3cccc(Cl)c3C)c2=O)n1	-5.9%	-1.1%	-12.8%	-6.1%[59 µM]	-0.5	-13.8%	8.6%	-8.6%	-3.8%
CCOC(=O)c1cn(CC)c2cc3c(cc2c1=O)OCO3	6.7%	1.1%	-0.9%	26.9%[2.33 µM]	-0.4	0.7%	32.6%	14.1%	-9.1%
CCOC(=O)c1c(NC(=O)CN2CCOCC2)sc2c1CC(C)(C)OC2	-11.4%	1.6%	0.4%	0.4%[12.7 µM]	0.0	-17.6%	7.4%	2.1%	-4.2%
CCN(c1cccc(C)c1)S(=O)(=O)c1cnc[nH]1	nt	-8.2%	5.6%	19.7%[59 µM]	-3.4	-22.1%	22.0%	7.8%	nt
O=C(Cc1ccc(Br)cc1)N(Cc1ccccc1)c1ccccn1	4.5%	-8.8%	0.0%	83.4%[activator]	0.4	32.0%	107.7%[activator]	7.2%	-8.3%
CC1CCN(C(=O)c2ccc(S(=O)(=O)N3CCCCCC3)cc2)CC1	-9.0%	-2.4%	-7.6%	nt	0.4	-15.7%	36.3%	nt	i
Cc1cc(O)c(NC(=O)c2ccc(Br)o2)cc1C	0.3%	0.8%	2.1%	26.1%[12.7 µM]	-6.1	-26.1%	2.3%	50.1µM*	7.5%
COc1ccc2oc(C(=O)OCC(=O)NC3CCCCC3)c(C)c2c1	1.3%	6.1%	2.7%	5.0%	-0.8	-0.7%	23.9%	1.9%	0.0%
O=C(Nc1ccc(Nc2ccccc2)cc1)N1CCOCC1	6.5%	2.8%	20.3%	?	-6.9	-28.2%	3.1%	?	-7.5%
COc1cc(/C=C/C(=O)OCC(=O)NC(=O)NC2CCCC2)ccc1OCC#N	-3.5%	-7.8%	5.5%	?	3.2	-9.6%	11.9%	-2.5%	2.2%
Cc1ccnc(N(C(=O)c2cccs2)C(=O)c2cccs2)c1	5.3%	7.7%	11.1%	-49.5%	-22.2	-11.4%	8.7%	8.9%	-17.7%
Cc1ccc(O)c(C(=O)CC(=O)c2ccc(C(C)(C)C)cc2)c1	-7.5%	-2.1%	0.6%	9.4%[0.501 µM]	6.4	-24.6%	22.5%	-32.6%	1.0%
CCCCOC(=O)c1cc(=O)[nH]c2ccccc12	-6.2%	-9.9%	0.1%	0.0%[12.7 µM]	6.3	-17.3%	25.7%	8.8%	3.0%
